aDG glyco act = activators of alpha-DG glycosylation, primary screen, uHTS, Pro5-aDG cells, AlphaScreen | activation, % at 10 µM | 360,000 tested, 0.22% active | alpha-DG glycosylation AlphaScreen (IIH6); 0% Pro5, 100% B10-LARGE cell signal | AID 624168, 2012;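 active = activation of at least 8% versus controls, or a plate z-score of at least 8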;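 also: Pro5 are CHO cells carrying HIG-tagged alpha-DG that lacks glycosylation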
N-glyco inh = increase of ERlucT glycosylation luciferase signal, primary screen, N-linked glycosylation inhibitor project, D54 ERlucT cells, luminescence, set 2; D54 ERlucT glycosylation luciferase reporter, 24 h; percent of 100 nM tunicamycin response; reporter increase, % at 12.5 µM; 360,000 tested, 0.23% active; AID 588692, 2011;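 active = mean luciferase reporter signal, scaled so untreated is 0 and the glycosylation-blocking control 100, at or above a set limit in every replicate; inconclusive = mean reaches the limit but not every replicate does; inactive = mean below the limit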;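 also: luciferase carries N-glycosylation sites so blocking glycosylation raises the light; 0% = median of neutral control wells and 100% = median of 100 nM tunicamycin wells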
m5-HT2A agonist = mouse Htr2a agonists via beta-arrestin recruitment, primary screen, cell-based, luminescence; 5-hydroxytryptamine receptor 2A (Mus musculus), P35363; CHO-K1 mHTR2A beta-arrestin complementation; percent of 30 µM serotonin response; activation, % at 7.6 µM; 360,000 tested, 0.66% active;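 active = activation above a run cutoff, the mean activation of all tested compounds plus 3 SD, cut at about 14% in these data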;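 also: 0% = plate median of compound wells and 100% = 30 µM serotonin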
MC4R antagonist = MC4R antagonists of cAMP signaling, primary screen, cell-based, TR-FRET, antagonist arm of biased-ligand search. Melanocortin receptor 4 (Homo sapiens), P32245. MC4R-expressing cells, MTII-stimulated cAMP, LANCE TR-FRET. inhibition, % at 6.5 µM. 360,000 tested, 0.48% active. AID 540295, 2011;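 active = inhibition above its plate's cutoff, the mean of tested wells on that plate plus 3 SD, cut at about 29% in these data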;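 also: 0% = Melanotan II alone and 100% = Melanotan II plus saturating MCL0020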
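Assay system: U2OS cells stably expressing human melanocortin 4 receptor (MC4R) / Dosing: 6.5 µM / Timing: compound 30 min, challenge 1 h, detection 1 h / Measured by: Eu-cAMP/anti-cAMP TR-FRET, emission 671 nm / Replicates: singlicate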
Cardio protect = cardioprotection against H2O2-induced cell death, primary screen, uHTS, H9c2 cells, ATPLite luminescence; 360,000 tested, 0.63% active; protection from H2O2 cell death, % at 20 µM; H9c2 cardiomyocytes, H2O2 injury protection, 2 h; AID 588492, 2011;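 active = compounds giving at least 50% protection of heart cells from peroxide-induced death in the single-dose screen, raw or plate-pattern-corrected value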;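 also: 0% = DMSO wells with peroxide and 100% = DMSO wells without peroxide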
ABCB6 inh MLPCN = ABCB6 transporter inhibitors, primary screen, K562-ABCB6 cells, flow cytometry, MLPCN library; ATP-binding cassette sub-family B member 6 (Homo sapiens), Q9NP58; K562-ABCB6 porphyrin accumulation, 1 h; active compounds read low; fluorescence ratio to DMSO, % at 10 µM; 360,000 tested, 0.19% active;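 active = fluorescence ratio to DMSO below 75%, the collection mean minus 3 SD; inconclusive = too few cells collected in the well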;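 also: signal is porphyrin accumulated inside mitochondria; 100% equals median channel fluorescence of DMSO control wells; lower ratio means ABCB6 inhibition with less porphyrin fluorescence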
Target sequence (Q9NP58 whole entry, looked up): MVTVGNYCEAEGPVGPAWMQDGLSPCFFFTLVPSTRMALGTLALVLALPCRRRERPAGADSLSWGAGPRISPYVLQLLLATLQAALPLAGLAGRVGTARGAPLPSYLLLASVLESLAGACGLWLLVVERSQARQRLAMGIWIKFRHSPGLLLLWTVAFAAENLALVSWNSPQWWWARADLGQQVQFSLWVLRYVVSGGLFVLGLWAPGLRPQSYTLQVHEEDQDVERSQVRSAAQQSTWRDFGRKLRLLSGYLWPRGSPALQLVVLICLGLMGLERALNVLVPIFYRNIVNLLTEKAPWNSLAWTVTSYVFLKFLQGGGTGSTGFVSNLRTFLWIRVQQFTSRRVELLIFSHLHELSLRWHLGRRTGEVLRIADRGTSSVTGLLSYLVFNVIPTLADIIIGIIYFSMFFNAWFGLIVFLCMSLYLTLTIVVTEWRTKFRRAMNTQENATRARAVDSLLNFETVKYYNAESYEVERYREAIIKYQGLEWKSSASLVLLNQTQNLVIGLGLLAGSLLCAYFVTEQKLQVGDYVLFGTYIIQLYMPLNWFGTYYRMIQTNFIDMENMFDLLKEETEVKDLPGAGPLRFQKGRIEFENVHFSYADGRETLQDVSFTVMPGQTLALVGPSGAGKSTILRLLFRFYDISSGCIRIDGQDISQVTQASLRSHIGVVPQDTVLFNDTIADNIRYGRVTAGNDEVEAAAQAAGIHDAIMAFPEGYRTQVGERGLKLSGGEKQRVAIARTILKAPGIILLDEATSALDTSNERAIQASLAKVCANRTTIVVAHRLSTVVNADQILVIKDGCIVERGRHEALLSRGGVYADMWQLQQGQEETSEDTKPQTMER
PDI inh = inhibitors of human PDI, primary screen, biochemical, turbidity, single point, plate reader | inhibition, % at 10 µM | Protein disulfide-isomerase (Homo sapiens), P07237 | AID 588391, 2011 | 350,000 tested, 0.052% active | PDI insulin aggregation turbidity, A650, 90 min;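 active = mean inhibition across replicates of 30% or more, whatever share of single replicates reach that level; inconclusive = mean inhibition below 30% while every single replicate reaches 30%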;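 also: absorbance from insulin aggregation driven by PDI reduction with DTT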
MC4R barr agon = MC4R agonists recruiting beta-arrestin, primary screen, cell-based, luminescence, agonist arm of biased-ligand search | Melanocortin receptor 4 (Homo sapiens), P32245 | U2OS MC4R beta-arrestin complementation; percent of melanotan II response, DMSO zero | activation, % at 8.9 µM | 360,000 tested, 0.98% active | AID 540308, 2011;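 active = activation above a per-plate cutoff, the mean activation of sample wells on that plate plus 3 SD, cut at about 8% in these data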
Vif inh = HIV Vif self-association inhibitors, primary screen, imaging, HEK293T, single point. 340,000 tested, 0.35% active. AID 602346, 2012. inhibition, % at 7.49 µM. HEK293T cells, Vif self-association by quenched fluorescence, 24 h; in the data active = inhibition above about 50%, passing the limit was not always enough; inconclusive = no clear call, values can overlap the other calls; inactive = below about 31%; also: some results filed as inactive read as strong as hits
CaV13 FRET inh = Disruptors of the CACNA1D IQ motif to Ca2+-dependent inactivation inhibitor domain association, primary screening, Förster resonance energy transfer in intact living …; inhibition, % at 12.3 µM; 340,000 tested, 0.098% active; AID 743397; HEK cells, CFP/YFP FRET ICDI-IQ, plate reader, 10 min; percent FRET-ratio fall versus neutral wells;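 active = mean replicate inhibition of at least 30% and at least 1% of replicates passing that level; inconclusive = only one of the two criteria is met; inactive = neither criterion is met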;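 also: 0% = median of the neutral control wells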
Starred values were filed as active, the others as inactive.

For CCc1sc(C(=O)NNC(=O)CNC(=O)c2ccccc2F)cc1C the results were aDG glyco act -0.1, N-glyco inh 1, m5-HT2A agonist 6, MC4R antagonist 0, Cardio protect 8, ABCB6 inh MLPCN 95, PDI inh 6, MC4R barr agon -1.2, Vif inh 4 and CaV13 FRET inh -2.
`N#C/C(=C/c1ccc(N2CCOCC2)c([N+](=O)[O-])c1)C(N)=O` gave aDG glyco act 0.1, N-glyco inh 1, m5-HT2A agonist -4, MC4R antagonist -2, Cardio protect 11, ABCB6 inh MLPCN 100, PDI inh 9, MC4R barr agon 0.1, Vif inh 3 and CaV13 FRET inh -9.
For COc1ccc(CCNc2nncc(=O)[nH]2)cc1OC the results were aDG glyco act -0.2, N-glyco inh 1, m5-HT2A agonist 1, MC4R antagonist -9, Cardio protect -5, ABCB6 inh MLPCN 101, PDI inh 5, MC4R barr agon 0.6, Vif inh 13 and CaV13 FRET inh -9.
Screening N#CCOc1coc(CN2CCN(c3cccc(Cl)c3)CC2)cc1=O returned aDG glyco act 0.2, N-glyco inh 0, m5-HT2A agonist -5, MC4R antagonist 15, Cardio protect -4, ABCB6 inh MLPCN 92, PDI inh 12, MC4R barr agon -0.6, Vif inh -5 and CaV13 FRET inh -3.
Screening CC(C)CSc1nnc(N)s1 returned aDG glyco act 0.0, N-glyco inh 0, m5-HT2A agonist 2, MC4R antagonist -5, Cardio protect 16, ABCB6 inh MLPCN 94, PDI inh 10, MC4R barr agon -1.9, Vif inh 1 and CaV13 FRET inh -6.
For Cc1cccc(OCCCC(=O)NNC(=O)CCN2CCN(c3ccccc3)CC2)c1 the results were aDG glyco act 0.0, N-glyco inh -1, m5-HT2A agonist 2, MC4R antagonist 5, Cardio protect 2, ABCB6 inh MLPCN 95, PDI inh -1, MC4R barr agon 1.1, Vif inh 2 and CaV13 FRET inh -7.
For CN(c1ccc(C(=O)NCCSCc2ccccc2)cc1)S(=O)(=O)c1ccccc1 the results were aDG glyco act 0.2, N-glyco inh 0, m5-HT2A agonist -5, MC4R antagonist 3, Cardio protect -12, ABCB6 inh MLPCN 107, PDI inh 9, MC4R barr agon -1.3, Vif inh 1 and CaV13 FRET inh -5.
Screening Nc1[nH]nc2nc3ccccc3cc12 returned aDG glyco act -0.1, N-glyco inh 3, m5-HT2A agonist 7, MC4R antagonist -3, Cardio protect -7, ABCB6 inh MLPCN 98, PDI inh 0, MC4R barr agon -1.9, Vif inh -5 and CaV13 FRET inh -5.
O=S(=O)(O)c1ccc(N=NNc2ccc(Br)cc2)cc1 was read as aDG glyco act -0.1, N-glyco inh 5, m5-HT2A agonist -2, MC4R antagonist -3, Cardio protect 4, ABCB6 inh MLPCN 89, PDI inh -6, MC4R barr agon 0.8, Vif inh 2 and CaV13 FRET inh -5.
CC(C)[C@H](NC(=O)c1ccccc1)C(=O)OCC(=O)NCCc1ccc(F)cc1 was read as aDG glyco act -0.2, N-glyco inh -2, m5-HT2A agonist -4, MC4R antagonist 1, Cardio protect 1, ABCB6 inh MLPCN 94, PDI inh -10, MC4R barr agon -1.6, Vif inh 12 and CaV13 FRET inh -5.
CCOCCn1c(CN(Cc2ccccc2)Cc2ccccc2)nc2c1c(=O)n(C)c(=O)n2C was read as aDG glyco act 0.0, N-glyco inh -6, m5-HT2A agonist -3, MC4R antagonist 17, Cardio protect 5, ABCB6 inh MLPCN 91, MC4R barr agon 5.6, Vif inh -4 and CaV13 FRET inh -5.
COc1ccc(-c2cc3ccccc3n2CC(O)CN2CCN(CCO)CC2)cc1 (stereo unspecified) was read as aDG glyco act -0.1, N-glyco inh 7, m5-HT2A agonist 14, MC4R antagonist 12, Cardio protect 8, ABCB6 inh MLPCN 102, PDI inh 4, MC4R barr agon 1.5, Vif inh 12 and CaV13 FRET inh -7.
Screening Cc1nc2ccccn2c1C(=O)c1ccccc1 returned aDG glyco act 0.1, N-glyco inh 0, m5-HT2A agonist 2, MC4R antagonist 5, Cardio protect 10, ABCB6 inh MLPCN 98, PDI inh -3, MC4R barr agon 2.9 and Vif inh -3.
CC(C)(C)c1ccc(C(=O)NC(CC(=O)O)c2ccc(OC3CCCC3)cc2)cc1 (stereo unspecified) was read as aDG glyco act 0.0, N-glyco inh 3, m5-HT2A agonist 2, MC4R antagonist 7, Cardio protect -8, ABCB6 inh MLPCN 97, PDI inh -1, MC4R barr agon -1.1, Vif inh -5 and CaV13 FRET inh -5.
CSc1cccc(NC(=S)N(CCN(C)C)C(C)c2ccccn2)c1 (stereo unspecified) was read as aDG glyco act 0.1, N-glyco inh -1, m5-HT2A agonist -2, MC4R antagonist 6, Cardio protect -1, ABCB6 inh MLPCN 97, PDI inh -1, MC4R barr agon 2.3, Vif inh 0 and CaV13 FRET inh 0.
`CSc1nc2ccc3nc(NC(=O)C4COc5ccccc5O4)sc3c2s1` (stereo unspecified) gave aDG glyco act 0.1, N-glyco inh -2, m5-HT2A agonist -2, MC4R antagonist 13, Cardio protect 31, ABCB6 inh MLPCN 100, PDI inh 6, MC4R barr agon 2.0, Vif inh -7 and CaV13 FRET inh -7.
For Cn1sc(=O)c2cc(S(=O)(=O)NC3CC3)ccc21 the results were aDG glyco act 0.1, N-glyco inh 0, m5-HT2A agonist 0, MC4R antagonist 2, Cardio protect -4, ABCB6 inh MLPCN 96, PDI inh -5, MC4R barr agon -1.0, Vif inh 8 and CaV13 FRET inh -5.
Screening COc1cccc(C2CC(c3cccs3)=NN2C(=S)Nc2ccccc2)c1OC (stereo unspecified) returned aDG glyco act -0.7, N-glyco inh -4, m5-HT2A agonist -2, MC4R antagonist -2, Cardio protect 2, PDI inh 3, MC4R barr agon -1.5, Vif inh -8 and CaV13 FRET inh -6.
`COc1cccc(/C=C/C(=O)c2ccc3c(c2)OCO3)c1OC` gave aDG glyco act 0.3, N-glyco inh 10, m5-HT2A agonist 3, MC4R antagonist 6, Cardio protect -10, ABCB6 inh MLPCN 109, PDI inh -5, MC4R barr agon -0.5 and Vif inh -3.
`O=C(CN1CCN(c2ccc(F)cc2)CC1)Nc1ccccc1` gave aDG glyco act -0.1, N-glyco inh 0, m5-HT2A agonist 0, MC4R antagonist 22, Cardio protect 1, ABCB6 inh MLPCN 102, PDI inh 0, MC4R barr agon -0.1, Vif inh -5 and CaV13 FRET inh -3.
`CCC(=O)NCCCCCCCCCNC(=O)CC` gave aDG glyco act -0.2, N-glyco inh 2, m5-HT2A agonist 1, MC4R antagonist 5, Cardio protect 3, ABCB6 inh MLPCN 94, PDI inh -8, MC4R barr agon -0.4, Vif inh 2 and CaV13 FRET inh -14.
For O=C(OCc1cccc([N+](=O)[O-])c1)c1cccnc1 the results were aDG glyco act 0.1, N-glyco inh 0, m5-HT2A agonist 4, MC4R antagonist -5, Cardio protect -8, ABCB6 inh MLPCN 93, PDI inh -1, MC4R barr agon -0.2, Vif inh 0 and CaV13 FRET inh -3.
`COCCNC(=O)C1(C)CCN(C(=O)c2sc(-c3ccccc3)nc2C)C1` (stereo unspecified) gave aDG glyco act -0.1, N-glyco inh 2, m5-HT2A agonist -4, MC4R antagonist 9, Cardio protect -4, ABCB6 inh MLPCN 95, PDI inh -8, MC4R barr agon -1.5, Vif inh -5 and CaV13 FRET inh -9.
For COc1ccccc1-c1cccc([C@@H]2C[C@H]3[C@@H](CN2)CON3C)c1 the results were aDG glyco act -0.1, N-glyco inh -1, m5-HT2A agonist 2, MC4R antagonist 2, Cardio protect 8, ABCB6 inh MLPCN 99, PDI inh 3, MC4R barr agon -4.1 and CaV13 FRET inh -6.
`Cc1ccccc1OCC1Cn2c(nc3c2c(=O)n(C)c(=O)n3C)O1` (stereo unspecified) gave aDG glyco act 0.1, N-glyco inh 1, m5-HT2A agonist -2, MC4R antagonist 5, Cardio protect 3, ABCB6 inh MLPCN 96, PDI inh 10, MC4R barr agon -0.7, Vif inh -3 and CaV13 FRET inh -22.
Cc1cccc(CNS(=O)(=O)c2ccc(-c3cnc(C4CC4)o3)cc2)c1 was read as aDG glyco act -0.3, N-glyco inh -1, m5-HT2A agonist -14, MC4R antagonist 10, Cardio protect -15, ABCB6 inh MLPCN 97, PDI inh -3, MC4R barr agon -0.8, Vif inh inconclusive and CaV13 FRET inh -13.
`O=C(CCl)N1N=C(c2ccco2)CC1c1cccs1` (stereo unspecified) gave aDG glyco act -0.2, N-glyco inh 2, m5-HT2A agonist 2, MC4R antagonist -2, Cardio protect -6, ABCB6 inh MLPCN 95, PDI inh -4, MC4R barr agon 1.6 and Vif inh 4.
`C/C(CC(=O)Nc1ccc(N(C)C)cc1)=N\NC(=O)c1ccccn1` gave aDG glyco act -0.7, N-glyco inh -1, m5-HT2A agonist 4, MC4R antagonist -2, Cardio protect 28, ABCB6 inh MLPCN 98, PDI inh -4, MC4R barr agon -1.4 and Vif inh 9.
For COc1cccc(NC(=S)NNC(=O)C(C)n2nc(C)c([N+](=O)[O-])c2C)c1 (stereo unspecified) the results were aDG glyco act -0.1, N-glyco inh 1, m5-HT2A agonist 7, MC4R antagonist 10, Cardio protect 6, ABCB6 inh MLPCN 100, PDI inh 4, MC4R barr agon -4.5 and CaV13 FRET inh -3.
`Cc1ccc(Oc2c(CO)c(-c3ccccc3)nn2C)cc1` gave aDG glyco act -0.1, N-glyco inh 3, m5-HT2A agonist -3, MC4R antagonist 3, Cardio protect -6, ABCB6 inh MLPCN 94, PDI inh 1, MC4R barr agon -1.0, Vif inh -3 and CaV13 FRET inh -4.
Screening O=C(CNC(=O)c1ccc(OC(F)F)cc1)Nc1cccc(S(=O)(=O)N2CCCC2)c1 returned aDG glyco act 0.0, N-glyco inh -1, m5-HT2A agonist -4, MC4R antagonist 9, Cardio protect -2, ABCB6 inh MLPCN 97, PDI inh -5, MC4R barr agon -3.3, Vif inh -2 and CaV13 FRET inh -5.
